# NOD1 inhibition = NOD1 signaling inhibitors, primary screen, cell-based, luminescence, uHTS (AID 1578); NOD1-driven NF-kB luciferase reporter cells, luminescence; higher % means a stronger effect; inhibition, % at 4 µM, or EC50 in µM where a hit was titrated; 1% of 290,000 active; in the data active means inhibition mostly above about 36%, no sharp cut-off; inactive means mostly below about 34%;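 further: HEK-293T reporter cells stimulated with the NOD1 agonist gamma-tri-DAP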
# GPR55 antagonists = GPR55 antagonists blocking LPI-driven arrestin recruitment, primary screen, imaging, U2OS, beta-arrestin-GFP, LPI agonist (AID 2013); 0.13% of 290,000 active; one-dose inhibition, % at 10 µM; IC50 in µM for titrated hits; U2OS GPR55 beta-arrestin-GFP translocation imaging, LPI antagonism; higher % means a stronger effect;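 active means spots per cell inhibited over 60%, with over 100 cells counted and total cytoplasm intensity under 500,000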;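 further: U2OS cells stably carrying GPR55 and arrestin-GFP stimulated by 5 µM LPI near EC80; imaged beta-arrestin-GFP aggregate spots per cell after agonist stimulation; plate controls were LPI-stimulated DMSO wells for no effect and DMSO wells without LPI for full effect; some results filed as inactive read as strong as hits; confirmed hits need IC50 under 10 µM and bright autofluorescent wells are also inconclusive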
# GPR35 arrestin U2OS = GPR35 antagonists blocking zaprinast-driven arrestin recruitment, primary screen, imaging, U2OS, beta-arrestin-GFP, zaprinast agonist (AID 2058) | U2OS GPR35 beta-arrestin-GFP translocation imaging, zaprinast antagonism; higher % means a stronger effect | one-dose inhibition, % at 10 µM; IC50 in µM for titrated hits | 0.052% of 290,000 active;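 active means inhibition of at least 50% with at least 30 cells and total cytoplasm GFP at most 10,000,000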
# KOR beta-arrestin-1 = kappa opioid receptor activators – cell-based, luminescence, uHTS, primary screen (AID 1777); KOR beta-arrestin recruitment, luminescence; higher % means a stronger effect; activation, % at 10 µM, or EC50 in µM where a hit was titrated; 0.02% of 280,000 active; in the data active means activation above about 50%, passing the limit was not always enough; further: a part of the inactive calls stands beside numbers as strong as those of hits
# AID2073 = disruptors of CaV2.2 binding to Mint1 – biochemical, HTRF (AID 2073); HTRF protein-protein interaction, Mint1-CaV2.2; higher % means a stronger effect; one-dose inhibition, % at 20 µM; IC50 in µM for titrated hits; 0.19% of 290,000 active; in the data active means inhibition mostly above about 51%, no sharp cut-off; further: some results filed as inactive read as strong as hits
# KOR beta-arrestin-2 = kappa opioid receptor blockers – cell-based, luminescence, uHTS (AID 1778). one-dose inhibition, % at 10 µM; IC50 in µM for titrated hits. KOR beta-arrestin recruitment, luminescence, antagonist mode; higher % means a stronger effect. 0.091% of 290,000 active; in the data active means inhibition above about 50%; further: strong numbers were not always called active
# HIV fusion peptide = cell-free HIV fusion peptide-binding blockers – biochemical, uHTS, fluorescence dequenching, primary screen (AID 1986). cell-free peptide binding, fluorescence dequenching, 30 min; higher % means a stronger effect. inhibition, % at 20 µM; hits with a dose series show IC50 in µM. 0.3% of 290,000 active; in the data active means inhibition mostly above about 52%, no sharp cut-off; inactive means mostly below about 76%; further: some results filed as inactive read as strong as hits
# GPR55 activation = GPR55 agonists via beta-arrestin recruitment, primary screen, imaging, U2OS cells, beta-arrestin-GFP redistribution (AID 1961). 0.048% of 290,000 active. U2OS GPR55 beta-arrestin-GFP redistribution imaging; higher % means a stronger effect. activation, % at 10 µM; hits with a dose series show EC50 in µM;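 active means activation above 40% with more than 50 cells counted in the well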;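 further: U2OS osteosarcoma cells stably expressing GPR55 and beta-arrestin-GFP; plate controls were DMSO negative control for no effect and LPI positive control for full effect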
# Siah-1 displacement = Siah-1 peptide-binding antagonists, primary screen, biochemical, fluorescence polarization, rhodamine-plectin, uHTS (AID 1817) | Siah-1 / rhodamine-plectin peptide fluorescence polarization; higher % means a stronger effect | one-dose displacement, % at 20 µM; IC50 in µM for titrated hits | 0.02% of 290,000 active;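 active means displacement of at least 50% at 20 µM, with a fluorescence ratio check between 0.3 and a set limit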;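 further: plate controls were Siah plus tracer with DMSO for no effect and tracer alone without Siah for full effect; strong numbers were not always called active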
# Starred values were filed as active, the others as inactive; / = not tested or not shown; [ ] = remark or other dose. Not all compounds are listed; count on the stated rates, not on these rows.
entry | mol | NOD1 inhibition | GPR55 antagonists | GPR35 arrestin U2OS | KOR beta-arrestin-1 | AID2073
1 | Cc1cc(NC(=O)C2(c3ccccc3)CCCC2)no1 | -6% | -2% | 6% | 2.0% | 1%
2 | COc1ccc(S(=O)(=O)NCCc2nnc3ccc(SCC(=O)Nc4cc(C)on4)nn23)cc1 | -27% | -3% | -15% | -3.5% | 6%
3 | CCN(CC)CCC(c1ccc2c(c1)OCO2)c1c(OC)cc(OC)c2ccc(=O)oc12 (configuration not stated) | 1% | 11% | -2% | -5.6% | 19%
4 | Cn1c(=O)c2c(-c3ccc(C(C)(C)C)cc3)n(CC3CCCO3)cc2n(C)c1=O (configuration not stated) | -44% | 20% | 13% | 0.7% | 8%
5 | CCOc1ccc2nc(SCC(=O)Nc3cc4c(cc3C(C)=O)OCO4)[nH]c2c1 | -3% | -8% | 8% | 11% | 0%
6 | COc1ccc(N2CCN(C(=O)CN3C(=O)NC(c4ccc(OC)cc4)(c4ccc(OC)cc4)C3=O)CC2)cc1 | -31% | -13% | 7% | 6.5% | 4%
7 | COc1ccc(OCC(=O)N(Cc2ccc(C)o2)C2CCS(=O)(=O)C2)cc1 (configuration not stated) | -28% | -3% | -5% | 2.9% | 2%
8 | COc1cccc(CNC(=S)NC2CC2)c1 | -20% | -9% | -4% | 0.9% | -2%
9 | CCOC(=O)C1=C(c2ccccc2)NC(N)=NC1c1ccc(OCc2ccc(C(=O)OC)cc2)cc1 (configuration not stated) | -4% | 36% | 3% | 13% | 21%
10 | COc1ccc(S(=O)(=O)NC(Cc2cnc[nH]2)C(=O)O)cc1 (configuration not stated) | -15% | -2% | 5% | 2.3% | 1%
11 | Nc1nc2ccccc2n1Cc1ccc(Cl)c(Cl)c1 | 12% | 15% | -8% | -1.1% | 10%
12 | O=Cc1c(N2CCN(CCO)CC2)nc2ccccn2c1=O | -17% | 10% | -4% | -1.6% | 5%

entry | KOR beta-arrestin-2 | HIV fusion peptide | GPR55 activation | Siah-1 displacement
1 | 2% | -1.3% | 0.0% | 0%
2 | -18% | -1.4% | -0.3% | 2%
3 | -4% | 1.7% | 0.0% | 14%
4 | 13% | -2.1% | 0.3% | 3%
5 | -22% | -2.6% | 0.3% | 2%
6 | -14% | -0.9% | 0.0% | -4%
7 | -19% | 1.3% | -0.1% | 6%
8 | -11% | 1.0% | 0.6% | 2%
9 | -10% | 1.2% | 1.1% | 0%
10 | 17% | 0.9% | -0.2% | 9%
11 | -30%[20 µM] | -1.2% | -0.1% | -1%
12 | 12% | 22% | -0.1% | 10%

# Next structures
entry | mol | NOD1 inhibition | GPR55 antagonists | GPR35 arrestin U2OS | KOR beta-arrestin-1 | AID2073
13 | CCn1c(=S)sc2c(=O)n(CC(=O)Nc3ccc(Cl)cc3)c(C)nc21 | -20% | -2% | 16% | 0.0% | -10%
14 | COc1ccc(N(C(=O)c2snc(C(N)=O)c2N)C(C(=O)NC2CCCC2)c2ccc(C)o2)c(OC)c1 (configuration not stated) | -19% | 5% | -12% | -0.3% | 1%
15 | COc1ccc(N(C)S(=O)(=O)c2cccc(C(=O)NCC3CCCO3)c2)cc1 (configuration not stated) | 5% | 2% | 19% | -2.9% | -7%
16 | COc1ccc(-c2nn(-c3ccccc3)cc2/C=C/C(=O)N2CCOCC2)cc1OC | -32% | -1% | -16% | 2.3% | 2%
17 | CCc1ccc(-n2c(C)n[nH]c2=S)cc1 | -6% | 6% | 3% | / | -2%
18 | O=C(CCc1ccccc1)N=C1SC2CS(=O)(=O)CC2N1Cc1ccc(F)cc1 (configuration not stated) | -3% | -4% | 0% | -2.2% | -6%
19 | CCn1c(CCCOc2ccc(Cl)cc2Cl)nnc1SCC(=O)Nc1cccc(F)c1 | -27% | 26% | 2% | 1.6% | -2%
20 | N#Cc1cc(NCC2CCCO2)c([N+](=O)[O-])cc1C#N (configuration not stated) | -24% | 17% | 0% | 2.6% | -4%
21 | Cc1cc(OCC(=O)Nc2cccnc2)c2c(C)cc(=O)oc2c1 | -11% | -8% | 9% | -0.5% | 12%
22 | Cc1cc(C)c(S(=O)(=O)c2ccc(F)cc2C)c(=O)[nH]1 | -4% | 6% | 10% | 3.9% | 5%
23 | N#CCSc1nc2sccc2c(=O)n1-c1ccccc1 | 32% | -6% | 19% | 3.8% | 9%
24 | Nc1ccc2nc(COc3ccccc3)[nH]c2c1 | -36% | -7% | 21% | -0.6% | 48%

entry | KOR beta-arrestin-2 | HIV fusion peptide | GPR55 activation | Siah-1 displacement
13 | -56% | 2.7% | 0.2% | 11%
14 | 30% | -1.6% | -0.2% | -1%
15 | -34% | 0.8% | 0.3% | -4%
16 | -17% | 0.1% | 0.5% | 2%
17 | 2%[20 µM] | -1.3% | -0.1% | 2%
18 | 5% | -0.1% | 0.4% | 1%
19 | -10% | -2.3% | -0.1% | -4%
20 | -17% | 0.9% | 1.0% | -5%
21 | -18% | 0.9% | 0.0% | 8%
22 | 3% | -1.3% | 0.0% | -4%
23 | -34% | -0.9% | -0.2% | -4%
24 | 12% | -3.5% | -0.2% | 3%

# Next compounds follow:
entry | mol | NOD1 inhibition | GPR55 antagonists | GPR35 arrestin U2OS | KOR beta-arrestin-1 | AID2073
25 | COc1cccc(/C=N/NC(=O)c2nnn(-c3nonc3N)c2-c2cccs2)c1 | 27% | -1% | -10% | 4.6% | 7%
26 | CCc1nc2ccc(F)cc2c(C(=O)NC2CCCCC2C)c1C (configuration not stated) | -18% | -6% | 7% | -1.2% | 11%
27 | CCO/C(=C/c1sc2ccc(OC)cc2[n+]1CCCS(=O)(=O)[O-])CC | -8% | 17% | -4% | -2.1% | -45%
28 | CCCCc1cc(=O)oc2cc(C)cc(OC(C)C(=O)O)c12 (configuration not stated) | -28% | 4% | -8% | 0.1% | 29%
29 | CCOc1cc2[nH]c(=O)n(Cc3ccc(C(=O)NCCCN4CCCC4=O)cc3)c(=O)c2cc1OCC | -19% | -3% | -4% | 6.4% | 3%
30 | NNC(=O)C(Cc1cnc[nH]1)NC(=O)OCc1ccccc1 (configuration not stated) | 6% | 3% | -8% | 1.9% | 3%
31 | CCC(C)C1C(C#N)=C(N)Oc2n[nH]c(-c3ccccc3)c21 (configuration not stated) | -20% | 3% | -20% | -1.0% | 18%
32 | CCOC(=O)c1c(C)[nH]c(C)c1C(=O)COC(=O)c1ccc(O)cc1 | -30% | 14% | 1% | 0.7% | 0%
33 | O=c1nc2ccc(Cl)cn2c2ccc(S(=O)(=O)N3CCCCC3)cc12 | 7% | -6% | 2% | 5.4% | 45%
34 | Cc1ccc(OCC(O)CN2CCOCC2)cc1 (configuration not stated) | -19% | -2% | 12% | 1.9% | -4%
35 | Cc1cc(NC(=O)CCC(=O)N(CC(=O)NCC2CCCO2)c2cccc(C)c2C)no1 (configuration not stated) | 8% | 13% | 6% | -7.8% | 3%
36 | COc1ccc(NC(=O)c2nc[nH]c2C(=O)NCC(=O)OC(C)(C)C)cc1 | -2% | 0% | -13% | -1.8% | 0%

entry | KOR beta-arrestin-2 | HIV fusion peptide | GPR55 activation | Siah-1 displacement
25 | -31% | 0.2% | -0.1% | -3%
26 | -21% | -0.8% | -0.1% | -2%
27 | 3% | 30% | -0.1% | 8%
28 | -15% | 3.2% | -0.1% | 3%
29 | -2% | -1.1% | -0.2% | 2%
30 | -10% | 0.7% | -0.1% | -1%
31 | -2% | 0.4% | 1.1% | 5%
32 | -16% | -0.6% | 0.7% | 4%
33 | -31% | 5.3% | -0.1% | -2%
34 | -20%[20 µM] | 0.7% | 0.2% | -2%
35 | -49% | 2.2% | 0.0% | 6%
36 | -6% | -1.7% | -0.1% | -1%

# The list continues.
entry | mol | NOD1 inhibition | GPR55 antagonists | GPR35 arrestin U2OS | KOR beta-arrestin-1 | AID2073
37 | O=C(Nc1cc(C(F)(F)F)ccc1Cl)C(Sc1ccccn1)c1ccccc1 (configuration not stated) | 2% | 11% | 4% | 1.7% | -16%
38 | O=C(c1ccccn1)N1CCN(C(=O)c2ccccn2)CC1 | 0% | 0% | 3% | 2.0% | -5%
39 | C=CCOc1c(Br)cc(C2NC(=O)NC(C)=C2C(C)=O)cc1OCC (configuration not stated) | 11% | 15% | 8% | 0.5% | 2%
40 | Cc1ccc(CC23CN4CCN(CC(C4)C2O)C3)c(C)c1 (configuration not stated) | 5% | 2% | -11% | 4.5% | 2%
41 | O=C(Nc1ccc(F)cc1)NC1CCN(Cc2c(F)cccc2Cl)CC1 | -6% | 13% | 17% | 0.6% | -7%
42 | O=C(c1cccnc1)N1CCN(C/C=C/c2ccccc2)CC1 | -6% | 2% | -4% | -7.7% | 7%
43 | Cc1ccnc(NC(=O)c2sc3cc(Cl)ccc3c2Cl)c1 | -32% | 2% | 0% | 2.3% | 29%
44 | C=CCn1cnc2c(NCc3ccccc3)ncnc21 | -30% | 6% | 3% | -5.6% | 1%
45 | Cc1ccc(C)c(N2CCN(C(=O)CN(C)S(=O)(=O)c3cnc[nH]3)CC2)c1 | 0% | -12% | 23% | 6.7% | 1%
46 | O=C(Nc1cccc(F)c1)c1ccc(CSc2ccccc2)o1 | 18% | 6% | -5% | 4.8% | -4%

entry | KOR beta-arrestin-2 | HIV fusion peptide | GPR55 activation | Siah-1 displacement
37 | 13% | -0.2% | -0.2% | -4%
38 | -2% | 0.1% | 0.7% | -2%
39 | 6% | -3.0% | 0.1% | 7%
40 | -21% | -0.6% | -0.1% | 2%
41 | 24% | 0.9% | -0.2% | 9%
42 | 16% | -1.4% | -0.4% | 4%
43 | 9% | 1.7% | -0.1% | 19%
44 | -42% | -1.2% | 0.3% | -2%
45 | -29% | 0.1% | -0.1% | -2%
46 | 7% | 0.1% | 0.5% | -8%

# Copied from above: compounds 37–41
entry | mol | NOD1 inhibition | GPR55 antagonists | GPR35 arrestin U2OS | KOR beta-arrestin-1 | AID2073
37 | O=C(Nc1cc(C(F)(F)F)ccc1Cl)C(Sc1ccccn1)c1ccccc1 (configuration not stated) | 2% | 11% | 4% | 1.7% | -16%
38 | O=C(c1ccccn1)N1CCN(C(=O)c2ccccn2)CC1 | 0% | 0% | 3% | 2.0% | -5%
39 | C=CCOc1c(Br)cc(C2NC(=O)NC(C)=C2C(C)=O)cc1OCC (configuration not stated) | 11% | 15% | 8% | 0.5% | 2%
40 | Cc1ccc(CC23CN4CCN(CC(C4)C2O)C3)c(C)c1 (configuration not stated) | 5% | 2% | -11% | 4.5% | 2%
41 | O=C(Nc1ccc(F)cc1)NC1CCN(Cc2c(F)cccc2Cl)CC1 | -6% | 13% | 17% | 0.6% | -7%

entry | KOR beta-arrestin-2 | HIV fusion peptide | GPR55 activation | Siah-1 displacement
37 | 13% | -0.2% | -0.2% | -4%
38 | -2% | 0.1% | 0.7% | -2%
39 | 6% | -3.0% | 0.1% | 7%
40 | -21% | -0.6% | -0.1% | 2%
41 | 24% | 0.9% | -0.2% | 9%

# High-throughput results deposited in PubChem BioAssay by Sanford-Burnham Center for Chemical Genomics.
